# Screens deposited in PubChem BioAssay by National Center for Advancing Translational Sciences (NCATS).
# Apoferritin bind: binds horse apoferritin like a general anesthetic; P02791; apoferritin/1-aminoanthracene competitive binding, fluorescence; Potency, µM (titrated, usually from 77.5 µM), for inactives: at the top dose activity change, negative = displacement, usual class: inhibitors; 350,000 tested, 0.074% active; also: % is scaled to controls: 0 for no effect and ±100 for the full control effect; nearly all actives have a fitted effect of over 20% in size
#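 Horse-spleen apoferritin (10 uM) in 50% saturated 1-aminoanthracene in PBS was incubated 10 min at room temperature with compound. Fluorescence (ex 380, em 535 nm) was normalized to free and bound 1-AMA, with concentration-response fitted by a four-parameter Hill equation.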
# BLM inh: blocks DNA unwinding by human BLM helicase; recombinant BLM DNA unwinding, fluorescence dequenching; Potency, µM (highest dose often 56.1 µM), without a hit: at the highest dose activity change, negative = inhibition, actives largely listed as inhibitors; 350,000 tested, 0.2% active; AID 2528;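 also: plate controls were vehicle for no effect and no enzyme for full effect; nearly all actives have a fitted effect of over 35% in size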
# G9a block: G9a (human) methyltransferase inhibition. 350,000 tested, 8.8% active. G9a H3K9 monomethylation, AlphaScreen, 2 h. Potency, µM (titrated, usually from 102 µM), without a hit: at the top dose activity, negative = inhibition, most hits filed as inhibitors. Q96KQ7; also: % is scaled to controls: 0 for no effect and ±100 for the full control effect; nearly all actives have a fitted effect of over 75% in size
#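 Methyltransferase reactions run at room temperature for 2 h (20 nM enzyme, 500 nM biotin-H3K9 peptide, 20 uM SAM) after a 15 min compound preincubation; product detected by AlphaScreen beads and anti-H3K9me1 antibody.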
# APEX1 inh: APE1 (human) endonuclease inhibition; Potency, µM (highest dose often 65.8 µM), without a hit: top-dose activity change, negative = inhibition, most hits filed as inhibitors; 350,000 tested, 0.35% active; AID 2517; recombinant APE1, TAMRA/BHQ-2 abasic DNA cleavage fluorescence; P27695;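 also: plate controls were vehicle for no effect and reference inhibitor for full effect; nearly all actives have a fitted effect of over 55% in size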
# Target sequence (P27695 whole entry, looked up): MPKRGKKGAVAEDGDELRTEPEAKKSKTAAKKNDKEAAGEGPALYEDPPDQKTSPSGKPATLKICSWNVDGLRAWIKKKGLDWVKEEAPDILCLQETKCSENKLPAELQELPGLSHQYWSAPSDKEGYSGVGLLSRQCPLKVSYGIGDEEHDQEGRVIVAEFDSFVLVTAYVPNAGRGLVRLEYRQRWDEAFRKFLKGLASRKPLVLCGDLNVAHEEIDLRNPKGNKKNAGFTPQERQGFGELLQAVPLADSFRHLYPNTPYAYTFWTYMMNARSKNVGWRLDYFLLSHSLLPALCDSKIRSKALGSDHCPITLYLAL
#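 Kinetic fluorescence read (525 ex/598 em nm, three reads 60 s apart) of AP-site incision; signal = third minus first read. Enzyme 0.75 nM, dual-labelled THF duplex 50 nM, compound preincubation 15 min RT.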
# POLI inh: DNA polymerase iota (human) inhibition. Q9UNA4. 390,000 tested, 1% active. Pol iota fluorescent replication assay, 10 min. AID 588590. Potency, µM (titrated, usually from 115 µM), without a hit: at the highest dose activity, negative = inhibition, most hits filed as inhibitors
#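 Pol iota at 10 nM preincubated 15 min with compounds at room temperature; reaction started with fluorescent substrate, 50 nM final. Fluorescence read kinetically at 0 and 10 min; buffer-only wells as negative control.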
# BAZ2B inh: inhibitors of human BAZ2B bromodomain; Q9UIF8; AlphaScreen BAZ2B-H3K14Ac peptide displacement; Potency, µM (doses to about 114 µM), for the others: at the top dose activity change, negative = inhibition, hits mostly inhibitors; 360,000 tested, 4.4% active; AID 504333; also: % is scaled to controls: 0 for no effect and ±100 for the full control effect; nearly all actives have a fitted effect of over 60% in size
#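 Complex of BAZ2B and biotin-H3K14Ac (50 nM apiece) forms over 30 min at RT, then faces library compounds up to 110 uM for another 30 min; AlphaScreen beads added, 20 min dark incubation, luminescence read.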
# POLH inh: inhibitors of human DNA polymerase eta. Q9Y253. recombinant Pol eta, fluorescent DNA replication assay. Potency, µM (series often up to 114 µM), for inactives: at the top dose activity change, negative = inhibition, actives largely listed as inhibitors. 390,000 tested, 1.2% active. AID 588591; also: % is scaled to controls: 0 for no effect and ±100 for the full control effect
# Target sequence (Q9Y253 whole entry, looked up): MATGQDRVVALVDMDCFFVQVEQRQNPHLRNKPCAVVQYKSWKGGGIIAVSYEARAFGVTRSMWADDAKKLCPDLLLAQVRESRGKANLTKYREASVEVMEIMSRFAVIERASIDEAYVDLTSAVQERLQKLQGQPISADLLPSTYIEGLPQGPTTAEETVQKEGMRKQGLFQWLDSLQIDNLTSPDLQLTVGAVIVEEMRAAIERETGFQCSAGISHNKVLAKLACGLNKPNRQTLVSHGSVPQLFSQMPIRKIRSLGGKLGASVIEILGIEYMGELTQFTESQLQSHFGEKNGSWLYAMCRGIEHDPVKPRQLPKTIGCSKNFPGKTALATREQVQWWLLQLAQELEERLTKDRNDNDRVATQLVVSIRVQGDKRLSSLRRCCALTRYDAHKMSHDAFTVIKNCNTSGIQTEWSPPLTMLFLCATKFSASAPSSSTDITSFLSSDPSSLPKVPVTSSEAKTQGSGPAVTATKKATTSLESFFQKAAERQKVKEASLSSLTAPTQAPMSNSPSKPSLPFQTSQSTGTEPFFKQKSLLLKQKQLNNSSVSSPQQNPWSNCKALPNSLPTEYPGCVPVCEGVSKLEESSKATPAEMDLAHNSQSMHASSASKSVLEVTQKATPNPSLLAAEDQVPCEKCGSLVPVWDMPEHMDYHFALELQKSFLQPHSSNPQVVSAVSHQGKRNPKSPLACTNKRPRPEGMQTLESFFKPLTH
#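 Pol eta at 10 nM preincubated with compounds 15 min at room temperature; reaction started with fluorescent substrate (50 nM final) and read kinetically at 0 and 10 min.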
# Pol kappa inh: blocks human DNA polymerase kappa activity | purified Pol kappa, fluorescent DNA synthesis assay, 10 min | 400,000 tested, 0.53% active | Q9UBT6 | Potency, µM (doses to about 107 µM), for inactives: top-dose activity, negative = inhibition, most hits filed as inhibitors; also: % is scaled to controls: 0 for no effect and ±100 for the full control effect
#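 Inhibition of 10 nM Pol kappa is measured by a fluorescent read-out at 0 and 10 min following addition of 50 nM substrate (final), with a 15-min room-temperature compound preincubation.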
# Pol beta inh: inhibitors of human DNA polymerase beta | P06746 | Pol beta primer extension/strand displacement, fluorescence kinetic | Potency, µM (titrated, usually from 114 µM), for inactives: at the top dose activity change, negative = inhibition, actives largely listed as inhibitors | 340,000 tested, 1.3% active; also: % is scaled to controls: 0 for no effect and ±100 for the full control effect
#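 10 nM enzyme + cpd, 15 min RT; start with substrate 50 nM final; read 0 min and after 10 min RT. Corrected, normalized data; 4-parameter Hill curve fit.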
# An asterisk follows results filed as active; ? = inconclusive; nt = not tested or not shown; & = joins results of further samples; [ ] = remark or other dose. Calls follow the shape of the dose curve; as a rule, active = well fitted curve in the direction sought with a large enough effect; inconclusive = small, poorly fitted or top-dose-only effect, or another doubt; inactive = no such curve, though single readings can be large; an effect the other way counts as inactive or inconclusive. Potency is read from the fitted curve at half-maximal effect. A portion of the library; count on the stated rates, not on these rows.
SMILES,Apoferritin bind,BLM inh,G9a block,APEX1 inh,POLI inh,BAZ2B inh,POLH inh,Pol kappa inh,Pol beta inh
COc1ccc(C(=O)CC(=O)C(=O)Nc2cc(OC)c(OC)c(OC)c2)cc1,-5.9%,-10.6%,-8.3%,-13.5%,-83.6%,-15.0%,4.7%,-6.0%,-1.0%
CC1(C)Cc2c(sc3[nH]c(=S)[nH]c(=O)c23)CO1,-1.9%,-4.8%,nt,-2.0%,28.3%,-3.9%,-6.9%,-2.2%,13.3%
COc1cccc(/C=C2\SC(=S)N(CCC(=O)N3CCCCC3)C2=O)c1,-7.9%,-7.2%,5.1%,5.6%,-17.7%,-29.7%,-3.6%,0.0%,24.5%
CCN(CC)S(=O)(=O)c1ccc(C)c(NC(=O)CN2C(=O)NC3(CCCC3)C2=O)c1,-1.5%,-4.1%,?,65.4%[activator],-4.6%,-31.5%,3.3%,-1.2%,-4.8%
COc1ccc(CNC(=O)C2CCN(S(C)(=O)=O)CC2)c(OC)c1,-1.3%,0.7%,3.8%,1.6%,13.6%,-4.9%,10.4%,-4.0%,-0.9%
Cc1ccc(CN(C)C(=O)CCc2nc3sc4c(c3c(=O)[nH]2)CCCC4)o1,-4.8%,-14.5%,nt,-6.6%,17.8µM*,-37.2%,22.4µM*,-40.1%,25.1µM*
Cc1cc(NC(=O)CSc2nccn2-c2cccc(C)c2C)no1,-10.7%,-5.6%,-4.1%,-4.9%,-2.2%,-33.4%,-0.8%,-10.1%,-0.4%
COc1ccccc1CNC(=O)CCn1c(=O)c2cccn2c2cccnc21,8.6%,-1.9%,-31.7%[59 µM],nt,22.2%,?,-4.8%,-17.0%,2.2%
COc1ccc2nc(SC(C)C(=O)NC3CCCCC3)[nH]c2c1 (stereo unspecified),nt,nt,-4.2%[0.501 µM],28.3%,12.5%,4.4%,-20.9%,-5.3%,nt
COc1cccc(C(=O)N2CCN(Cc3cc(Br)ccc3OC)CC2)c1,-9.2%,-1.3%,22.4µM*,-4.1%,23.1%,28.2µM*,-8.6%,-6.4%,-0.4%
OCCN1CC(O)C(O)C(O)C1CO (stereo unspecified),6.8%,7.6%,1.7%[2.33 µM],nt,nt,nt,nt,-8.3%[60.1 µM],nt
CCOc1ccc(-c2[nH]ncc2Oc2cccc(OC)c2)c(O)c1,?,-15.0%,-4.3%[2.33 µM],-5.8%,-0.3%,11.3%,-5.4%,-8.2%,3.6%
CCOc1ccc(N/C(=C(/C(Cl)=C(Cl)Cl)[N+](=O)[O-])n2cncn2)cc1,142.5%[activator],-1.0%,25.1µM*,0.7%,nt,8.91µM*,nt,nt,-1.5%
CSCCC(NS(=O)(=O)c1ccccc1F)C(=O)NCC(c1ccc(F)cc1)N1CCOCC1 (stereo unspecified),nt,nt,-3.4%,16.1%,23.7%,12.2%,-8.2%,-7.5%,nt
CC(C)NC(=O)CSCc1c(F)cccc1Cl,-8.5%,1.1%,6.3%[59 µM],0.4%,14.0%,4.2%,-7.5%,-6.0%,6.8%

# Complete entries as entered above. Order of values: Apoferritin bind | BLM inh | G9a block | APEX1 inh | POLI inh | BAZ2B inh | POLH inh | Pol kappa inh | Pol beta inh
# Listed for COc1cccc(C(=O)N2CCN(Cc3cc(Br)ccc3OC)CC2)c1 → -9.2% | -1.3% | 22.4µM* | -4.1% | 23.1% | 28.2µM* | -8.6% | -6.4% | -0.4%
# Listed for OCCN1CC(O)C(O)C(O)C1CO (stereo unspecified) → 6.8% | 7.6% | 1.7%[2.33 µM] | nt | nt | nt | nt | -8.3%[60.1 µM] | nt
# Listed for COc1ccc2nc(SC(C)C(=O)NC3CCCCC3)[nH]c2c1 (stereo unspecified) → nt | nt | -4.2%[0.501 µM] | 28.3% | 12.5% | 4.4% | -20.9% | -5.3% | nt
# Listed for COc1ccccc1CNC(=O)CCn1c(=O)c2cccn2c2cccnc21 → 8.6% | -1.9% | -31.7%[59 µM] | nt | 22.2% | ? | -4.8% | -17.0% | 2.2%

# (continued)
SMILES,Apoferritin bind,BLM inh,G9a block,APEX1 inh,POLI inh,BAZ2B inh,POLH inh,Pol kappa inh,Pol beta inh
O=S(=O)(c1cc(Cl)ccc1Cl)n1nnc2ccccc21,-3.5%,-1.0%,8.7%[59 µM],-3.1%,?,?,-0.9%,-5.3%,14.9%
COC(=O)c1ccc(S(=O)(=O)N2CCCC2)o1,-8.4%,-2.5%,1.0%[12.7 µM],0.1%,6.0%,1.3%,-8.8%,-0.3%,0.7%
CCN=C1SC(CC(=O)NCc2ccccc2)C(=O)N1CC (stereo unspecified),-0.8%,0.5%,1.7%,?,24.3%,-11.9%,-12.2%,-10.6%,23.5%
COc1ccc([C@H]2CC(=O)C=C(c3cc(C=O)ccc3OC)C2)cc1,nt,nt,15.0%[0.501 µM],13.2%,-4.7%,-2.0%,-7.7%,-20.8%,nt
O=C(Nc1ccnn1C1CCN(CCCc2ccccc2)CC1)c1ccccc1,-11.5%,2.6%,nt,0.0%,7.8%,21.0%,-6.2%,-15.4%,-0.9%
Cc1ccc(Cn2ncn3c(cc4ccccc43)c2=O)cc1,?,-12.5%,73.9%[activator],-2.2%,-2.9%,27.9%,?,-15.9%,11.2%
C=CCSc1nnc(-c2cc(Br)ccc2N)c(=O)[nH]1,-5.7%,-7.0%,?,0.7%,11.5%,-2.1%,2.7%,-17.7%,4.8%
CCCn1c(=O)c2c(nc(Br)n2CCC)n(C)c1=O,-12.9%,-0.5%,-3.6%,-0.1%,20.3%,-14.2%,-4.0%,-4.5%,9.7%
CCCC12CN3CCN(CC(C3)/C1=N\NC(=O)c1ccccc1N)C2,-3.8%,-2.6%,9.0%,-2.8%,nt,9.0%,-1.0%,-4.8%,1.5%
COC(=O)CCC(=O)NC(=S)Nc1ccc(S(=O)(=O)N2CCCC2)cc1,-17.0%,-2.2%,?,-2.1%,?,nt,-19.2%,-6.1%,-13.1%
COc1cc(CCCN2C(N)=NC[C@@H]2Cc2ccccc2)cc(OC)c1OC,-4.1%,5.8%,28.1%[59 µM],3.2%,14.7%,-11.0%,-4.1%,8.9%,1.0%
CC(C)(C)OC(=O)N1CCC(NC(=O)c2nc[nH]c2C(=O)N2CCc3ccccc3C2)CC1,nt,nt,-1.6%[0.501 µM],-0.4%,60.5%[activator],56.2µM*,-22.5%,-2.1%,nt
CCOC(=O)C(NC(=O)C1CCCN1C(=O)OCc1ccccc1)C(=O)OCC (stereo unspecified),-5.2%,1.4%,-11.6%[59 µM],10.7%,5.9%,-3.0%,-4.8%,-13.1%,41.7%
COC(=O)CN1C(=O)CSc2ccc(S(=O)(=O)Nc3cccc(C)c3)cc21,-12.7%,-3.1%,-41.9%[59 µM],nt,16.5%,-8.5%,-14.1%,-19.3%,2.6%
Cc1ccc2c(c1)sc1nc(=O)n(-c3cccc(Cl)c3)c(=O)n12,-6.2%&-6.3%,-7.8%&2.1%,0.5%&2.8%[59 µM],-2.4%,24.2%&2.8%,1.4%&0.5%,?,-1.8%&-11.9%,4.5%&13.8%
COc1ccc([C@@H]2[C@@H]3C(=O)N(C(C)(C)C)C(=O)[C@@H]3[C@]3(Cc4ccccc4)C(=O)N(c4ccc(Br)cc4)C(=O)N23)cc1,-12.0%,2.5%,nt,1.8%,?,-7.4%,3.7%,6.1%,57.7%
Cc1cn2c(=O)cc(COC(=O)COc3ccc(C)c(C)c3)nc2s1,?,1.5%,?,nt,-7.9%,-3.1%,-6.0%,0.0%,8.5%
CCc1ccc(C2c3c(oc4cc(C)c(C)cc4c3=O)C(=O)N2c2nc(C)c(C(=O)OC)s2)cc1 (stereo unspecified),4.2%,-5.0%,-4.0%[59 µM],nt,-4.8%,?,-25.6%,0.0%,-0.8%
S=C(Nc1ccccc1Cl)N1CCCCC1,-6.6%,0.6%,8.8%[59 µM],2.9%,-2.5%,-1.3%,-14.4%,3.2%,24.0%
Cc1ccc(NC2=CC(c3ccccc3F)N(c3ccc(C)cc3)C2=O)cc1 (stereo unspecified),-12.5%,4.3%,?,nt,47.8%[activator],?,-23.3%,-26.5%,-11.9%
N#Cc1ccc(Oc2cc(C(F)(F)F)nc(-c3ccccn3)n2)cc1,-9.7%,-1.3%,?,-6.8%,14.4%,-6.1%,-8.7%,6.5%,0.4%
CCC(C)(O)c1[nH]c2ccc(C(F)(F)F)cc2c1C (stereo unspecified),?,-5.7%,?,-24.9%,?,-36.7%,-13.7%,-7.2%,-20.5%
O=C1CC2(CCCC2)C(=O)N1CN1CCN(S(=O)(=O)c2ccc(Cl)c(Cl)c2)CC1,nt,nt,7.1%[12.7 µM],4.1%,22.8%,-18.6%,-7.8%,-1.2%,nt
CSc1cccc(NC(=S)N(Cc2ccccc2)Cc2cccnc2)c1,-2.1%,-8.3%,3.1%[59 µM],-4.1%,31.2%[activator],?,-11.0%,-3.8%,0.6%
O=C(c1ccccc1)N1CN2CN(C(=O)c3ccccc3)CC([N+](=O)[O-])(C2)C1,-5.1%,-7.3%,17.0%[59 µM],3.4%,17.5%,-4.1%,?,-2.5%,1.9%
O=C(NNc1nc(-c2ccccc2)cs1)c1cccs1,0.6%,-4.7%,5.6%[59 µM],1.4%,?,?,-17.0%,0.0%,-25.6%
CC1CCCCC1NC(=O)C(C)N1C(=O)c2ccccc2C1=O (stereo unspecified),nt,nt,25.1%[12.7 µM],10.5%,8.9%,7.1%,-6.9%,21.0%,nt
O=C(O)Cc1sc(N/N=C\c2ccccc2)nc1-c1ccccc1,-10.2%,-11.8%,3.16µM*,9.5%,?,?,39.8µM*,-44.3%,-24.0%
CCOC(=O)CSc1nc2c(cnn2-c2ccc(C)cc2)c(=O)[nH]1,3.1%,-2.3%,?,2.5%,9.0%,-29.3%,-2.3%,2.1%,-2.9%
O=C(Nc1ccc2oc(-c3ccc4ccccc4c3)nc2c1)c1cccs1,-10.4%,-20.7%,?,3.3%,4.3%,-0.5%,?,-3.5%,0.1%
CCc1ccc(-n2nc(C)c3c(C)cc(=O)n(Cc4nc(-c5ccccc5)oc4C)c32)cc1,?,-1.2%,27.8%[59 µM],nt,-10.5%,22.5%,-12.0%,0.0%,2.8%
CC1=CC(C)C2C(=O)N(O)C(=O)C2C1 (stereo unspecified),-10.8%,-1.2%,13.1%[12.7 µM],1.4%,36.1%[activator],1.1%,-7.0%,-2.0%,4.7%
